M17LAP inhibition: P. falciparum M17LAP inhibitors, primary screen, biochemical, fluorogenic H-Leu-NHMec substrate, 1536-well (AID 1619); Leucine aminopeptidase (Plasmodium falciparum (isolate 3D7)); recombinant M17LAP, H-Leu-NHMec fluorogenic kinetic assay; higher % means a stronger effect; inhibition, % at 30 µM, or IC50 in µM where a hit was titrated; 220,000 tested, 0.38% active;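 active = compound inhibiting the enzyme by more than half at any dose during confirmatory dose-response retesting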;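 also: plate controls were full reaction with DMSO carrier for no effect and no enzyme background for full effect; strong numbers were not always called active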
Yfh1-off respiration: enhancers of respiration in Yfh1-depleted yeast, dose response, Friedreich's ataxia, plus single-dose screen (AID 1465); S. cerevisiae Yfh1-off respiration, WST-1 reduction, 72 h; higher fold induction means a stronger effect; one-dose fold induction at 50 µM; EC50 in µM for titrated hits; 220,000 tested, 0.074% active;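 active = fold induction of absorbance versus untreated yeast above a set limit, then at least 30% activation at any dose in follow-up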;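 also: activators that raise dye reduction in frataxin-depleted yeast; strong numbers were not always called active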
MT stabilizer: microtubule stabilizers in HeLa cells, primary screen, imaging, high-content imaging | HeLa tubulin immunostaining HCS, 24 h; share of cells brighter than vehicle mean+2SD | % tubulin-high responders, % at 10 µM | 200,000 tested, 0.83% active;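 active = plate Z-score above 3 for both tubulin-high and condensed-nucleus cell shares, with cell loss under 80%, at 10 µM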;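 also: anti alpha tubulin signal scored within the nucleus-defined area of each cell; some results filed as inactive read as strong as hits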
M1AAP inhibition: P. falciparum M1AAP inhibitors, biochemical, fluorogenic H-Leu-NHMec substrate, 1536-well (AID 1445); 220,000 tested, 0.42% active; recombinant M1AAP, H-Leu-NHMec fluorogenic kinetic assay; higher % means a stronger effect; inhibition, % at 30 µM; hits with a dose series show IC50 in µM;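 active = primary inhibition above the hit cutoff, then over 50% inhibition at one or more dose response concentrations, cut at about 23% in these data, passing the limit was not always enough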;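 also: plate controls were DMSO full reaction for no effect and no enzyme background for full effect; strong numbers were not always called active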
CSM14.1 death rescue: rescue of cells from ER stress-induced death, primary screen, 384-well, CSM14.1, thapsigargin, ATP luminescence (AID 1222). CSM14.1 thapsigargin-induced death rescue, ATP luminescence; higher % means a stronger effect. cellular ATP content (survival), % at 20 µM, or EC50 in µM where a hit was titrated. 190,000 tested, under 10 active;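 active = EC50 below 50 µM in the dose-response confirmation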;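 also: death triggered by thapsigargin at about 15 µM added after 2 h compound pretreatment; cell ATP read after overnight thapsigargin exposure of roughly 18 to 22 hours; normalized against plate controls of thapsigargin alone and 5% DMSO vehicle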
Autophagy mod: autophagy modulators in MEF cells, primary screen, imaging, high-content, MEF GFP-LC3 | calls only at 10 µM (by protocol) | MEF GFP-LC3 puncta imaging; test concentration mostly 10 µM | 190,000 tested, 0.98% active;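 active = percentage of spot-positive cells more than 3 SD above its plate mean, without a fluorescence outlier flag or 80% toxicity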;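 also: spot-positive cell cutoff set from DMSO-treated cells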
Hep lipid drop: inhibitors of hepatocyte lipid droplet formation, primary screen, imaging, high-throughput imaging, BODIPY stain. AML12 mouse hepatocytes, oleate lipid droplets. inhibition, % at 6.5 µM. 240,000 tested, 0.4% active;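 active = lipid droplet intensity inhibited by at least 50%, with more than 500 cells counted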
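Material – AML12 mouse liver cells · Also added – oleate loading, 100 µM · Compound dosing – 6.5 µM single-point dosing · Times – overnight treatment with compound plus oleate · Measured by – fluorescence imaging, 20x objective, two fields per well · Read-out – percent inhibition of filter-corrected integrated lipid droplet intensity per well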
Ins promoter up: insulin promoter activators in MIN6 cells, imaging, high-content screening, mouse beta cells; z-score at 5 µM; 190,000 tested, 0.3% active; MIN6 insulin promoter-GFP reporter; active compounds read high;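 active = z-score above 3 at 5 µM with at least 500 cells counted in the well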
Dynein cargo inh: inhibitors of GR-EGFP nuclear translocation, primary screen, dynein cargo transport inhibitor project, imaging, high-content, 3617.4 mouse cells; AID 1381, 2008; test concentration mostly 20 µM; stimulated with dexamethasone, 1 µM; active compounds read low; z-score, hits read low; 220,000 tested, 0.47% active;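 active = plate z-score of nuclear minus cytoplasmic receptor signal below a set negative limit, without overly bright fluorescence or cell loss, cut at about -3.5 in these data, passing the limit was not always enough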;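 also: z-score of nuclear minus cytoplasmic ring GR-EGFP intensity difference per well; some compounds called inactive have numbers as strong as hits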
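Buffer or medium: tet-free, stripped-serum medium; reagent: dexamethasone at 1.0 µM final, 30 min; incubation: 48 h induction, 1 h compound, 30 min dex at 37 °C; measured by: formaldehyde fixation, Hoechst nuclear stain, 10x automated fluorescence imaging; read-out: nuclear-to-cytoplasmic GR-EGFP distribution per well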
Dynein cargo inh cytoplasmic EGFP: also measured in Dynein cargo inh; calls as there; z-score; measured here: cytoplasmic GR-EGFP intensity; active compounds read high
Dynein cargo inh nuclear GR-EGFP: also measured in Dynein cargo inh; calls as there; z-score; measured here: nuclear GR-EGFP intensity;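 lower value marks the stronger effect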
Dynein cargo inh cell count: second read-out of Dynein cargo inh, no call of its own (marks repeat the call); z-score; measured here: cell count per field
Ins promoter up cell count: further read-out of Ins promoter up, marked with its call; cell count; measured here: cytotoxicity, nuclei count;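 total cells summed across four imaged fields per well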
Hep lipid drop cells 6.5 µM: second read-out of Hep lipid drop, no call of its own (marks repeat the call); cell count; measured here: cell count, cytotoxicity flag;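 cells counted across two imaged fields per well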
MT stabilizer Hoechst-high %: second read-out of MT stabilizer, no call of its own (marks repeat the call); % Hoechst-high responders; measured here: nuclear condensation Hoechst responders;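 share of cells brighter than vehicle mean plus two SD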
MT stabilizer cytotoxicity %: second read-out of MT stabilizer, no call of its own (marks repeat the call); toxicity, %; measured here: cytotoxicity by cell density;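 0% = mean cell density of plate MIN control wells and 100% = no cells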
Autophagy mod cell loss 18 h: recorded beside Autophagy mod, whose call it bears; toxicity, %; measured here: cell loss, nuclei count;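 cell loss after 18 h compound exposure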
* marks the source's active call; other numbers are inactive results; i = inactive; x = not tested or not shown.

SMILES | M17LAP inhibition | Yfh1-off respiration | MT stabilizer | MT stabilizer Hoechst-high % | MT stabilizer cytotoxicity % | M1AAP inhibition | CSM14.1 death rescue | Autophagy mod | Autophagy mod cell loss 18 h | Hep lipid drop | Hep lipid drop cells 6.5 µM | Ins promoter up | Ins promoter up cell count | Dynein cargo inh | Dynein cargo inh cytoplasmic EGFP | Dynein cargo inh nuclear GR-EGFP | Dynein cargo inh cell count
CCN(CC)CC(O)CCCCCCCCC(=O)OC (centres undefined) | -3.9% | i | x | x | x | 5.7% | x | x | x | -2.3 | 706 | -0.01 | 1066 | 0.965 | -0.277 | 1.05 | -0.481
C/C(=N\Nc1ccc(S(=O)(=O)Nc2ccc(Cl)cc2)cc1[N+](=O)[O-])c1ccc(N2CCOCC2)cc1 | 0.4% | i | 1.6 | 4.2 | 8.5 | 4.3% | 1.4% | i | 3.3 | 88.5* | 585* | -0.87 | 1219 | -0.153 | -0.33 | -0.332 | 0.34
COC(=O)c1ccc(C(=O)OCc2nc3cc4ccccc4cc3[nH]2)cc1 | 2.4% | i | 4.1 | 2.0 | 5.9 | 5.5% | -0.1% | i | -11.9 | 5.1 | 743 | x | x | -0.249 | -0.201 | 0.248 | -0.519
Nc1c(C(=O)NCCc2ccccc2)sc2nc(N3CCOCC3)c3c(c12)CCCC3 | 12.6% | i | 3.2 | 0.3 | 3.4 | 8.3% | -1.8% | i | -3.6 | 13.9 | 649 | -3.11 | 1157 | 2.34 | -0.2 | 1.64 | -1.2
CCCC(=O)Nc1c(O)c2ccccc2[nH]c1=O | 2.0% | i | 3.2 | 2.5 | 7.4 | 3.0% | 1.2% | i | -8.9 | x | x | 0.81 | 1222 | -0.801 | -0.308 | -0.328 | 0.452
Cc1ccc(C(=O)CN2C(=O)c3ccccc3S2(=O)=O)cc1 | 0.1% | i | x | x | x | 6.3% | x | x | x | -5.2 | 724 | -0.06 | 1360 | -0.0307 | -0.259 | -0.0376 | 0.12
O=C(NC(Cc1ccccc1)c1ccc2c(c1)OCCCO2)c1ccccc1 (centres undefined) | 7.0% | i | 1.7 | 0.8 | 4.7 | 2.5% | 5.1% | i | 32.5 | -1.0 | 812 | -0.05 | 857 | 0.469 | -0.27 | 0.736 | 0.55
O=C(Nc1ccon1)c1csc2c1CCCC2 | 1.1% | i | 3.1 | 2.0 | 9.5 | 1.7% | -0.3% | i | 0.1 | 1.5 | 808 | 0.53 | 1206 | -0.921 | -0.226 | -0.479 | 0.312
Cc1nc(C)n(CC(=O)N2CCCC(C(=O)c3cccc4ccccc34)C2)n1 (centres undefined) | -1.0% | i | 6.7 | 1.9 | 3.7 | 1.0% | 0.3% | i | 12.2 | 3.1 | 732 | 1.22 | 1417 | -0.585 | -0.244 | -0.319 | 0.482
CCOc1ccc(C2N(c3ccc(F)cc3)C(=O)C3CCCN32)cc1OC (centres undefined) | -4.1% | i | 2.3 | 4.0 | 3.2 | 0.4% | 0.9% | i | 1.9 | x | x | -0.43 | 865 | -0.423 | -0.275 | -0.162 | 0.484
CC1=C(C(=O)Nc2ccccc2)C(c2cc(CN3CCOCC3)cs2)C2=C(CCCC2=O)N1 (centres undefined) | 6.9% | i | 2.4 | 1.7 | 11.6 | 0.3% | 3.8% | i | 7.0 | 5.5 | 547 | 0.34 | 1235 | 1.35 | 0.0733 | 1.23 | -1.25
O=C(c1ccco1)N1CCN(C(=O)N2CCOCC2)CC1 | 14.6% | i | 4.1 | 3.6 | 14.7 | 10.6% | -0.6% | i | 16.1 | x | x | 0.09 | 1379 | -0.186 | -0.28 | 0.0591 | 0.435
Nc1ccc2c(c1)N=[N+]([O-])c1cc(N)ccc1C2 | 15.5% | i | x | x | x | 12.8% | x | x | x | 3.8 | 890 | -0.42 | 1544 | 0.273 | -0.263 | 0.0416 | 0.614
COC(=O)c1ccc(-c2noc(CN(Cc3nccn3C)C(C)C)n2)cc1 | 16.1% | i | 2.9 | 2.5 | 9.9 | 0.7% | 3.6% | i | -6.4 | 3.4 | 642 | x | x | -0.358 | -0.183 | -0.271 | -0.339
Cc1ccc(NC(=S)N(CCN2CCOCC2)Cc2ccccc2F)cc1Cl | 12.3% | i | 3.3 | 3.0 | 2.0 | 0.9% | -0.9% | i | 20.7 | -22.8 | 705 | -0.52 | 1103 | 0.037 | -0.237 | 0.0674 | 0.896
C/C=C/C(=O)Nc1cccc(C2=NOC3(C2)C[C@@H](C(N)=O)N(C(=O)c2cc([N+](=O)[O-])cc([N+](=O)[O-])c2)C3)c1 (some centres undefined) | 7.2% | i | x | x | x | 0.0% | x | x | x | 7.4 | 787 | 1.07 | 906 | -0.181 | -0.799 | 0.0667 | 0.441
COC(=O)CCn1[nH]c(=O)c2ccccc2c1=O | 10.9% | i | 1.5 | 1.8 | 4.1 | 0.0% | -1.6% | i | 0.6 | 5.3 | 595 | 0.17 | 1302 | 0.52 | -0.311 | -0.0829 | -0.139
COc1ccc(C(C)=O)cc1COc1ccccc1[N+](=O)[O-] | 6.5% | i | 3.5 | 2.0 | 5.2 | 2.0% | 0.1% | i | -3.7 | 4.7 | 640 | x | x | 0.743 | -0.185 | 0.417 | -0.467
CC(=O)c1c(-c2ccc(Cl)cc2Cl)noc1C | 3.2% | i | x | x | x | 2.7% | x | x | x | -23.5 | 736 | 0.54 | 1341 | 2.11 | -0.177 | 0.991 | -1.83
COc1cc(Br)cc(CN2CCN(C/C=C/c3ccccc3)CC2)c1O | 8.8% | i | 4.0 | 1.8 | 8.4 | 4.7% | 6.3% | i | 40.2 | x | x | 0.63 | 1096 | -0.495 | -0.158 | -0.361 | 0.13
Cc1cc(C(=O)NCC(=O)O)c(C)o1 | 6.2% | i | 1.0 | 1.2 | 1.8 | 1.0% | -1.9% | i | 1.8 | 5.9 | 826 | x | x | -1.05 | -0.263 | -0.669 | 0.932
N#CCSc1nc2cc(C(=O)N3CCCC3)ccc2c(=O)n1Cc1ccccc1 | 13.2% | i | 3.0 | 3.2 | 1.5 | -6.2% | -0.7% | i | -8.4 | x | x | -0.81 | 1496 | -0.416 | 0.396 | -0.112 | 1.09
COC(=O)c1sc(NC(=O)c2ccc(C)o2)nc1C | 24.8% | i | 3.5 | 3.0 | 5.2 | 5.2% | -1.5% | i | -7.6 | 14.7 | 741 | -0.02 | 1309 | -0.0995 | -0.284 | 0.61 | -0.139
COc1ccc(-c2csc(NC(=O)CC(C)C)n2)cc1 | 0.7% | i | 3.2 | 2.1 | 5.2 | 0.8% | -3.2% | i | 3.6 | -16.9 | 754 | x | x | 1.15 | -0.259 | 0.556 | -0.137
CCN(CC)C(=O)c1cnn(-c2ccccc2)c1NC(=O)c1ccco1 | -3.5% | i | 1.5 | 1.2 | 5.6 | 12.6% | -0.7% | i | -12.9 | -10.3 | 742 | 1.81 | 766 | -0.245 | -0.21 | 0.0647 | 0.0422
CCCC(=O)Nc1sc2c(c1C(=O)Nc1ccccn1)CCCC2 | 1.0% | i | 2.3 | 1.8 | 10.4 | 0.9% | 0.3% | i | 6.1 | 3.0 | 704 | -0.11 | 1457 | -0.55 | -0.364 | -0.066 | 0.404
CCN(Cc1nc(-c2ccc(Cl)cc2)no1)CC1CCCO1 (centres undefined) | 1.9% | i | 3.5 | 1.3 | 3.2 | -7.6% | -1.5% | i | 4.2 | -17.4 | 717 | -0.61 | 1341 | -0.56 | -0.284 | -0.469 | 0.856
CCOC(=O)c1sc(=NC(=O)c2ccc(S(=O)(=O)N3CC(C)OC(C)C3)cc2)n(C)c1C (centres undefined) | -3.9% | i | 4.4 | 5.2 | 3.9 | 7.8% | -2.1% | i | -10.0 | x | x | -1.49 | 926 | 1.09 | -0.205 | 0.849 | -1.78
CCCC(=O)NCCc1cc2cc(C)c(C)cc2[nH]c1=O | 0.1% | i | 3.1 | 3.2 | 3.1 | -1.1% | -1.6% | i | -0.8 | -67.8 | 697 | 0.12 | 1162 | -0.0894 | -0.229 | -0.059 | 0.264
COc1ccc(OCCCC(=O)N2CCCc3ccccc32)cc1 | 2.7% | i | 2.7 | 2.3 | 4.5 | -4.9% | 0.0% | i | 67.4 | -0.1 | 754 | 0.38 | 1246 | -0.44 | -0.217 | -0.0954 | -0.0648
CCC1CCc2c(sc(NC(=O)C3c4ccccc4Oc4ccccc43)c2C(N)=O)C1 (centres undefined) | 2.3% | i | 7.1 | 2.2 | 7.6 | 2.0% | -0.7% | i | -23.8 | -45.4 | 661 | -0.27 | 1453 | 0.586 | 0.0872 | 0.398 | -0.945
